Assay outcomes deposited in PubChem BioAssay by several laboratories.
KOR beta-arrestin-1: KOR agonists, beta-arrestin recruitment, primary screen, cell-based, luminescence, uHTS (AID 1777) | KOR beta-arrestin recruitment, luminescence; higher % means a stronger effect | one-dose activation, % at 10 µM; EC50 in µM for titrated hits | hit rate 0.02% among 280,000; in the data active means activation above about 50%, passing the limit was not always enough; further: a part of the inactive calls stands beside numbers as strong as those of hits
HIV fusion peptide: inhibitors of HIV fusion peptide binding, primary screen, biochemical, uHTS, fluorescence dequenching (AID 1986); hit rate 0.3% among 290,000; cell-free peptide binding, fluorescence dequenching, 30 min; higher % means a stronger effect; inhibition, % at 20 µM, or IC50 in µM where a hit was titrated; in the data active means inhibition mostly above about 52%, no sharp cut-off; inactive means mostly below about 76%; further: some results filed as inactive read as strong as hits
KOR beta-arrestin-2: kappa opioid receptor blockers – cell-based, luminescence, uHTS (AID 1778). KOR beta-arrestin recruitment, luminescence, antagonist mode; higher % means a stronger effect. one-dose inhibition, % at 10 µM; IC50 in µM for titrated hits. hit rate 0.091% among 290,000; further: strong numbers were not always called active
West Nile antiviral: inhibition of WNV-induced cytopathic effect – cell-based, CPE readout (AID 1621); one-dose CPE inhibition, % at 10 µM; IC50 in µM for titrated hits; hit rate 0.02% among 290,000; West Nile virus-infected cells, CPE inhibition; higher % means a stronger effect; in the data active means a potency from the dose series; inconclusive means CPE inhibition mostly from about 3.7% at the one dose, without a potency; inactive means the rest, 99 in 100 with CPE inhibition below about 2.2%; further: strong numbers were not always called active
HEK293 NOD2/NF-kB: inhibition of NOD2-driven NF-kB reporter – cell-based, luminescence, uHTS, HEK293 (AID 1566). HEK293 NOD2/NF-kB luciferase reporter, luminescence; higher % means a stronger effect. inhibition, % at 4 µM; hits with a dose series show EC50 in µM. hit rate 0.63% among 290,000; further: many of its hits are not listed in these tables
Yfh1-depleted yeast: enhancers of respiration in Yfh1-depleted yeast, dose response, Friedreich's ataxia, plus single-dose screen (AID 1465); S. cerevisiae Yfh1-off respiration, WST-1 reduction, 72 h; higher fold induction means a stronger effect; hit rate 0.074% among 220,000; fold induction at 50 µM; hits with a dose series show EC50 in µM;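 active means fold induction of absorbance versus untreated yeast above a set limit, then at least 30% activation at any dose in follow-up; inconclusive means repeats straddling the limit, or above it without dose testing; inactive means fold induction below the set limit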;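 further: activators that raise dye reduction in frataxin-depleted yeast; strong numbers were not always called active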
AID2073: inhibitors of Mint1-CaV2.2 protein interaction, biochemical, HTRF (AID 2073); HTRF protein-protein interaction, Mint1-CaV2.2; higher % means a stronger effect; inhibition, % at 20 µM; hits with a dose series show IC50 in µM; hit rate 0.19% among 290,000; in the data active means inhibition mostly above about 51%, no sharp cut-off; inconclusive means no clear call, values can overlap the other calls; inactive means mostly below about 53%; further: some results filed as inactive read as strong as hits
Dengue-2 NS5 capping: flavivirus cap methylation enzyme inhibition – biochemical, confirmation dose response, primary screen (AID 588689); Dengue-2 NS5 methyltransferase capping enzyme assay, biochemical; higher % means a stronger effect; one-dose inhibition, % at 25 µM; IC50 in µM for titrated hits; hit rate 0.3% among 340,000; in the data active means a potency from the dose series; inconclusive means inhibition above about 29% without an active follow-up result
NOD1 inhibition: NOD1 signaling inhibitors, primary screen, cell-based, luminescence, uHTS (AID 1578); NOD1-driven NF-kB luciferase reporter cells, luminescence; higher % means a stronger effect; inhibition, % at 4 µM; hits with a dose series show EC50 in µM; hit rate 1% among 290,000; in the data active means inhibition mostly above about 36%, no sharp cut-off; inactive means mostly below about 34%;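 further: HEK-293T reporter cells stimulated with the NOD1 agonist gamma-tri-DAP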
Dengue-2 NS5 capping pilot replicate: recorded beside Dengue-2 NS5 capping, whose call it bears; inhibition, %; measured here: pilot screen replicate inhibition
* marks the source's active call; other numbers are inactive results; i = inactive; ? = inconclusive; nt = not tested or not shown; [ ] = dose if it differs, or a comment. Unless noted, no stated cut-off is given here; in the data, active means inhibition above about 50%; inactive means the rest. The list is partial; the hit share may differ from the screen's.

SMILES	KOR beta-arrestin-1	HIV fusion peptide	KOR beta-arrestin-2	West Nile antiviral	HEK293 NOD2/NF-kB	Yfh1-depleted yeast	AID2073	Dengue-2 NS5 capping	NOD1 inhibition	others
CC1(C)CC(=O)C(C(c2cccc([N+](=O)[O-])c2)C2C(=O)CC(C)(C)CC2=O)C(=O)C1	-3.3%	2.2%	4%	-0.4%	7%	i	34%	0%	-30%
CCOCCCN(Cc1ccco1)S(=O)(=O)c1csc(C(N)=O)c1	-5.9%	-1.0%	-7%	-0.2%	16%	nt	-8%	0%	-20%
C=CCNC(=O)c1oc2ccc(S(=O)(=O)N(CC)CC)cc2c1C	-1.6%	-2.1%	-8%	0.1%	13%	i	-11%	1%	0%
CCOC(=O)c1c(C)c(C(=O)Nc2ccc3c(c2)OCCO3)c(C)n1C	-0.6%	-1.2%	3%	0.5%	-13%	i	-3%	1%	-32%
CCOC(=O)C(NCc1ccco1)(NC(=O)c1ccc(OC)cc1)C(F)(F)F (configuration not stated)	-0.5%	-0.7%	-1%	0.0%	18%	i	-7%	-2%	11%
NS(=O)(=O)c1ccc(CNC(=O)c2cccnc2Cl)cc1	-1.7%	-1.7%	24%	0.1%	17%	nt	-3%	-10%	-10%
Cc1cccc(C)c1NC(=S)NC(=O)c1ccc(Br)o1	-3.7%	-0.3%	-25%[20 µM]	-1.0%	18%	i	-2%	32%	10%
O=[N+]([O-])c1ccc(Sc2nnnn2-c2ccccc2)c(Cl)c1	18%	-1.6%	-16%	-1.0%	-2%	i	-2%	-5%	-1%
O=C(COc1ncnc2c(Cl)cc(Cl)cc12)NC1CCCCCC1	0.5%	-2.3%	15%	0.1%	4%	i	9%	6%	-26%
O=C(Nc1ccccn1)NC1CCCCC1	-7.3%	-1.3%	0%	0.0%	7%	i	-8%	-1%	-10%
Cc1ccc(S(=O)(=O)N(CC2CO2)c2cccc([N+](=O)[O-])c2)cc1 (configuration not stated)	3.1%	1.9%	-22%	1.5%	-5%	nt	-2%	6%	-2%
Cc1ccc(SCC(=O)NNC(=O)C2CCCCC2)cc1	-2.9%	-1.6%	28%	0.2%	17%	i	-6%	-5%	11%
Cc1ccc(CNc2ccc3c(c2)ncn3C)cc1	-1.9%	-0.2%	40%	1.0%	-79%	i	-7%	-1%	-27%
O=C(CCn1c(=O)[nH]c2ccsc2c1=O)N1CC(=O)N(CCc2ccccc2)C(=O)C1	2.9%	2.7%	28%	0.0%	3%	i	-8%	7%	-5%	Dengue-2 NS5 capping pilot replicate=0.8
CC(=O)c1ccc(NC(=O)CSc2nc(C)cc(C)c2C(N)=O)cc1	-11%	2.4%	17%[20 µM]	-0.1%	4%	i	-2%	-2%	-25%
CCN(CC)c1ccc2cc(NC(=O)CCC(=O)O)c(=O)oc2c1	-0.1%	29%	-10%	0.0%	57%*	i	45%	?	nt
Cc1ccc(S(=O)(=O)N2CC(O)CC2C(=O)Nc2ccc3c(c2)CCC3)cc1 (configuration not stated)	-4.9%	-0.7%	38%	0.1%	11%	i	-2%	-4%	6%
COC(=O)COc1ccc(C)cc1-n1nc2ccccc2n1	nt	-0.2%	-42%[20 µM]	-0.2%	-3%	i	18%	-7%	-20%
Cc1nn(CC(O)Cn2c3c(c4ccccc42)CCN(C)C3=O)c(C)c1Br (configuration not stated)	1.3%	0.8%	5%	-0.3%	-1%	i	-4%	-1%	nt
COc1ccc(CNn2c(-c3cccc(C)c3)nc3ccccc3c2=O)cc1OC	-4.6%	-2.4%	-20%	-0.1%	9%	i	-6%	-2%	0%
CC(C)NC(=O)Cn1cnc2c1c(=O)n(C)c(=O)n2C	nt	-1.0%	nt	0.1%	1%	i	-3%	0%	-20%
CC(=O)NC(=S)Nc1ccccc1C(=O)NC1CCCCC1	-1.7%	0.4%	14%	-0.6%	-8%	i	3%	-4%	-22%
COc1ccc(NC(=O)/C=C/c2ccc(C)o2)cc1S(=O)(=O)N1CCOCC1	4.8%	17%	23%	-0.7%	-13%	i	33%	-5%	-23%
COc1ccc(CCNC(=O)C2CC(c3cccc(F)c3)=NO2)cc1 (configuration not stated)	-1.4%	0.3%	-5%	0.6%	16%	i	6%	-7%	-3%
CCOc1ccc(NC(=O)CN2CCN(CC(=O)Nc3ccc(C(N)=O)cc3)CC2)cc1	0.2%	0.0%	-23%	-0.7%	-11%	nt	12%	-11%	-8%
(next part)
SMILES	KOR beta-arrestin-1	HIV fusion peptide	KOR beta-arrestin-2	West Nile antiviral	HEK293 NOD2/NF-kB	Yfh1-depleted yeast	AID2073	Dengue-2 NS5 capping	NOD1 inhibition	others
CC(C)CN(CC(C)C)C(=O)Cc1coc2ccc3ccccc3c12	4.1%	-1.2%	-31%	-0.3%	16%	i	1%	-6%	0%
COC(=O)[C@@]1(Cc2ccc(F)cc2)[C@H]2c3cc(C(=O)N(C)C)n(Cc4ccccc4)c3C[C@H]2CN1C(=O)c1ccccc1	1.8%	12%	21%	-1.2%	-12%	i	-3%	nt	-14%
COc1cc(C=O)ccc1OCc1ccncc1	0.2%	-0.7%	-9%	-0.4%	11%	nt	26%	-3%	-15%
CC(C)CCCN1C(Nc2ccccc2)=NC[C@@H]1Cc1ccccc1	-6.8%	-0.9%	-19%[20 µM]	-1.5%	3%	nt	6%	-7%	-7%
O=C(Cn1cc2c(n1)CCCCC2)Nc1ccccc1Br	0.1%	2.3%	4%	-0.1%	13%	i	31%	-2%	-5%
CCC(=O)NNC(=O)CCC(=O)Nc1cccc(Cl)c1C	-5.8%	-1.4%	4%	0.7%	6%	i	15%	11%	-30%
COc1ccc(CNC(=O)CN(Cc2cccs2)C(=O)CCC(=O)Nc2ccccn2)cc1	-0.4%	-1.2%	-15%[20 µM]	1.5%	-14%	i	-7%	-4%	2%
CC(=N\Nc1ccccc1)/C(=N/O)C(=O)Nc1ccccc1	-1.4%	-1.4%	2%	0.2%	8%	i	2%	-1%	-16%
CN(C)S(=O)(=O)N(CC(=O)N1CCN(c2ccccc2)CC1)c1ccccc1	1.5%	-0.8%	4%[20 µM]	-0.2%	1%	i	13%	-5%	-36%
CCN1C(=O)C(=Cc2cccc(OC)c2Oc2ccc([N+](=O)[O-])cc2[N+](=O)[O-])SC1=S	-2.9%	-1.3%	34%	-2.6%	-4%	nt	5%	-1%	-3%
Cc1cccc(N2CCN(C(=O)CNC(=O)c3cccc([N+](=O)[O-])c3)CC2)c1C	-3.0%	-0.3%	-12%	0.1%	19%	nt	-3%	-2%	-9%
CCOC(=O)c1c(N)sc2c1CCN(CCc1ccccc1)C2	-1.0%	3.1%	6%[20 µM]	-0.1%	5%	nt	-10%	-41%	-26%
Clc1ccc(CNCCC2=CCCCC2)cc1	-1.8%	1.3%	-13%	-0.7%	-35%	i	-4%	1%	-19%
COc1ccc(C2C(C(=O)c3sc(C)nc3C)=C(O)C(=O)N2CCN(C)C)cc1OC (configuration not stated)	-2.5%	-1.1%	21%	0.1%	16%	i	-5%	nt	-4%
Cc1cccc2sc(NC(=O)C3CSC4(C)CCC(=O)N34)nc12 (configuration not stated)	-3.4%	1.0%	-6%	1.8%	17%	nt	5%	-2%	-12%
COCCNCCCOc1ccc(C)cc1Br	0.7%	-0.1%	-20%	-0.7%	-10%	i	-1%	3%	-24%
C=CCn1c(SCc2ccc([N+](=O)[O-])cc2)nnc1C(C)NC(=O)c1ccccc1 (configuration not stated)	2.2%	-1.3%	-39%	-0.2%	-5%	i	-9%	-8%	2%
Cc1cc(C)c(C(=O)O)c(CC(C)(C)C(=O)O)c1	-0.4%	-0.5%	-18%	-0.1%	13%	i	-12%	2%	5%
O=C(COC(=O)c1ccncc1)c1ccc(Cl)c(Cl)c1	nt	0.3%	-25%[20 µM]	0.4%	4%	?	16%	1%	-25%
CC1CCN(C(=O)CSc2nnc(-c3cccnc3)o2)CC1	2.2%	-0.2%	-1%	-0.1%	-10%	nt	16%	2%	-7%
COc1cccc(OC)c1C(=O)NC(=O)Nc1c(F)cc(F)cc1F	-1.1%	-1.7%	44%	-0.1%	14%	i	3%	nt	0%
O=C(O)c1cc(-c2ccc(O)cc2)on1	-3.6%	0.6%	12%	0.6%	23%	i	2%	-6%	-32%
CCN(CC)C(=O)c1sc(NC(=S)N2CCN(C(=O)C3CCCO3)CC2)c(C(=O)OC)c1C (configuration not stated)	-7.1%	-2.0%	51%	0.8%	11%	nt	-31%	1%	2%
CC(CNCc1ccc2c(c1)OCO2)NCc1ccc2c(c1)OCO2 (configuration not stated)	2.5%	0.7%	-6%	-0.2%	-33%	i	-7%	-3%	-18%
COCCc1ncc(CN2CCC(C(=O)Nc3ccc(-n4cccn4)cc3)CC2)cn1	-2.9%	0.9%	-3%	-0.1%	2%	nt	-3%	-5%	-28%
C/C(=N\NC(=O)c1nnn(-c2nonc2N)c1CN1CCC(C)CC1)c1cccc(Br)c1	5.1%	0.3%	15%	-0.5%	10%	nt	-4%	3%	-12%

Retrieved by compound from the list above:
SMILES	KOR beta-arrestin-1	HIV fusion peptide	KOR beta-arrestin-2	West Nile antiviral	HEK293 NOD2/NF-kB	Yfh1-depleted yeast	AID2073	Dengue-2 NS5 capping	NOD1 inhibition	others
COc1cc(C=O)ccc1OCc1ccncc1	0.2%	-0.7%	-9%	-0.4%	11%	nt	26%	-3%	-15%
Cc1ccc(CNc2ccc3c(c2)ncn3C)cc1	-1.9%	-0.2%	40%	1.0%	-79%	i	-7%	-1%	-27%
Cc1cccc(C)c1NC(=S)NC(=O)c1ccc(Br)o1	-3.7%	-0.3%	-25%[20 µM]	-1.0%	18%	i	-2%	32%	10%
O=C(COC(=O)c1ccncc1)c1ccc(Cl)c(Cl)c1	nt	0.3%	-25%[20 µM]	0.4%	4%	?	16%	1%	-25%
COc1ccc(CCNC(=O)C2CC(c3cccc(F)c3)=NO2)cc1 (configuration not stated)	-1.4%	0.3%	-5%	0.6%	16%	i	6%	-7%	-3%

3 entries out of the list, sorted by formula weight, low to high:
SMILES	KOR beta-arrestin-1	HIV fusion peptide	KOR beta-arrestin-2	West Nile antiviral	HEK293 NOD2/NF-kB	Yfh1-depleted yeast	AID2073	Dengue-2 NS5 capping	NOD1 inhibition	others
CCC(=O)NNC(=O)CCC(=O)Nc1cccc(Cl)c1C	-5.8%	-1.4%	4%	0.7%	6%	i	15%	11%	-30%
CC1CCN(C(=O)CSc2nnc(-c3cccnc3)o2)CC1	2.2%	-0.2%	-1%	-0.1%	-10%	nt	16%	2%	-7%
C/C(=N\NC(=O)c1nnn(-c2nonc2N)c1CN1CCC(C)CC1)c1cccc(Br)c1	5.1%	0.3%	15%	-0.5%	10%	nt	-4%	3%	-12%
